Source: PubChem
Tau fibril ThT: qHTS for Inhibitors of Tau Fibril Formation, Thioflavin T Binding. Microtubule-associated protein tau (Homo sapiens), P10636. recombinant tau K18 P301L, heparin-induced fibrillization, ThT fluorescence. Potency, µM (titrated, usually from 57.4 µM), without a hit: top-dose activity, negative = inhibition, most hits filed as inhibitors. actives 2.1% (n = 270,000). AID 1460, 2008; further: on the % scale 0 is the no-effect control and ±100 the full control effect; nearly all actives have a fitted effect of over 55% in size
Target sequence (P10636 561-689 P618L limits assumed): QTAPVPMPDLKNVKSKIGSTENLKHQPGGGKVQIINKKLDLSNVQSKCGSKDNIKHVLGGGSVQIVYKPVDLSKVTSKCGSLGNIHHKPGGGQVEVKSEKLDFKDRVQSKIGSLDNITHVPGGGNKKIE
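In this qHTS, human K18 P301L tau is incubated with compound and heparin for 6 hr at 37 C, and Thioflavin T fluorescence then reports fibril load.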
JMJD2E inh: qHTS Assay for Inhibitors of Human Jumonji Domain Containing 2E (JMJD2E) | Lysine-specific demethylase 4E (Homo sapiens), B2RXH2 | JMJD2E catalytic domain, FDH-coupled NADH fluorescence (FDH is formaldehyde dehydrogenase) | Potency, µM (titrated, usually from 57.1 µM), without a hit: at the top dose activity change, negative = inhibition, most hits filed as inhibitors | actives 1.6% (n = 230,000) | AID 2147, 2009; active means well fitted inhibition curve with a large enough effect, not every such curve was filed as active; inconclusive means small, poorly fitted or top-dose-only effect, or another doubt; inactive means no such curve, though single readings can be large or run the other way;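 further: 0% = wells with enzyme and -100% = buffer wells without enzyme; nearly all actives have a fitted effect of over 50% in size; many of its hits are not listed in these tables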
Target sequence (B2RXH2 1-337 limits assumed): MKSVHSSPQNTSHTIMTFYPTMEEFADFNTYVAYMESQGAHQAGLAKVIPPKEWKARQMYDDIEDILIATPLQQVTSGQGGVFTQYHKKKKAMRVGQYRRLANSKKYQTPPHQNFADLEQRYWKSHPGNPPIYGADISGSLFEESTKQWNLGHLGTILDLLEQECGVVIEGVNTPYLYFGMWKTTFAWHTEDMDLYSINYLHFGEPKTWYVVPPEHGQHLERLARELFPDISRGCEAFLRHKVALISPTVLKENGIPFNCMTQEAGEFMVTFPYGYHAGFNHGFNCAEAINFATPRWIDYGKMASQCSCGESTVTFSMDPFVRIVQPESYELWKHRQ
SMN2 splice up: qHTS Assay for Enhancers of SMN2 Splice Variant Expression | HEK293 SMN2-luciferase splicing reporter, luminescence, 30-36 h | Potency, µM (doses to about 46.1 µM), for the others: at the highest dose activity change, positive = activation, actives largely listed as activators | actives 2.8% (n = 210,000); further: % of control where 0% means no effect; nearly all actives have a fitted effect of over 55% in size
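HEK293 cells carry an SMN2 minigene-luciferase reporter in which exon 7 inclusion puts luciferase in frame. Cells were seeded at 2000 cells/well, attached for 10-12 hours, then exposed to compounds for 30-36 hours at 37C before ONE-Glo luminescence.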
Tau fibril FP: qHTS for Inhibitors of Tau Fibril Formation, Fluorescence Polarization; K18 P301L tau heparin fibrillization, Alexa594 FP, 6 h; Potency, µM (doses to about 57.7 µM), for inactives: top-dose activity, negative = inhibition, usual class: inhibitors; actives 0.39% (n = 280,000); AID 1468, 2008; further: on the % scale 0 is the no-effect control and ±100 the full control effect; nearly all actives have a fitted effect of over 55% in size
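Steps: dispense K18 P301L tau (15 uM plus 0.24 uM Alexa 594 tracer, final) in pH 7 sodium acetate; add compound; add heparin (20 uM final); incubate 6 hr, 37 C; add ThT (30 uM final); after 1 hr ambient, read FP.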
Tau fluor counter: Counterscreen qHTS for Inhibitors of Tau Fibril Formation, Fluorescence Polarization | tau K18 P301L Alexa594 fluorescence, heparin fibrillization | Potency, µM (titrated, usually from 57.7 µM), without a hit: at the highest dose activity change, negative = decrease | actives 0.93% (n = 280,000); further: on the % scale 0 is the no-effect control and ±100 the full control effect; nearly all actives have a fitted effect of over 55% in size
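Human tau K18 P301L (15 uM unlabeled, 0.24 uM Alexa 594-labeled) in 100 mM sodium acetate pH 7 with 20 uM heparin, 6 hr at 37 C. ThT 30 uM added, 1 hr ambient; Alexa 594 FP and total fluorescence read at 555/632 nm.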
ALDH1A1 inh: qHTS Assay for Inhibitors of Aldehyde Dehydrogenase 1 (ALDH1A1). Potency, µM (top dose mostly 75.3 µM), inactives show at the highest dose activity, negative = inhibition, actives largely listed as inhibitors. Aldehyde dehydrogenase 1A1 (Homo sapiens), P00352. Purified ALDH1A1, NADH fluorescence, propionaldehyde substrate. actives 7.3% (n = 220,000); active means well fitted inhibition curve with a large enough effect, not every such curve was filed as active; inconclusive means small, poorly fitted or top-dose-only effect, or another doubt; inactive means no such curve, though single readings can be large or run the other way;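 further: plate controls were no enzyme wells and a reference inhibitor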
Target sequence (P00352 whole entry, looked up): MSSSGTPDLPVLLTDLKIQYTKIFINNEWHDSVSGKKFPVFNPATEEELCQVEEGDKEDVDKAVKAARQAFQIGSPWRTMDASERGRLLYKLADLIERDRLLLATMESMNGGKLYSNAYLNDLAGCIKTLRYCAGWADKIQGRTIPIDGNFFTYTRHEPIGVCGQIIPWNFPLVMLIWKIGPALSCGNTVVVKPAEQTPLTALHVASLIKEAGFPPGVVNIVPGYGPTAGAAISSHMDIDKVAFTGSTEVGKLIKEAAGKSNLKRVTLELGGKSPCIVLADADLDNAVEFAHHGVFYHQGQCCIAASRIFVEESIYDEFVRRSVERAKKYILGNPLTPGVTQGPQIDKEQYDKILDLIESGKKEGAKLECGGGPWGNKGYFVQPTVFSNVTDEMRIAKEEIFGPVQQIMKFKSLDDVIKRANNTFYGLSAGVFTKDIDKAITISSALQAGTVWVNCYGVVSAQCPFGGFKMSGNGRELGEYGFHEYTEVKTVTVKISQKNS
HTT cytoprotect: qHTS Multiplex Assay to Identify Dual Action Probes in a Cell Model of Huntington: Cytoprotection (ATP); PC12 HTT-Q103 induced, cytoprotection, ATP luminescence, 40 h; Potency, µM (series often up to 56.4 µM), for the others: cytoprotection (ATP increase), hits mostly activators; actives 0.14% (n = 230,000);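 further: % of control where 0% means no effect; nearly all actives have a fitted effect of over 45% in size; toxic huntingtin expression switched on by the ecdysone agonist tebufenozide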
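PC12 cells stably carrying ecdysone-inducible Htt exon 1 (Q103)–GFP were induced with 100 nM tebufenozide (final) alongside library compounds in a dose series. Cytoprotection was scored as retained ATP by ATPlite luminescence.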
HttQ103 aggreg: qHTS Multiplex Assay to Identify Dual Action Probes in a Cell Model of Huntington: Aggregate Formation (GFP). PC12 HttQ103-GFP aggregates, Acumen cytometry, 40 h. Potency, µM (titrated, usually from 46.1 µM), without a hit: at the top dose activity change, negative = inhibition, actives largely listed as inhibitors. actives 1.1% (n = 220,000); further: on the % scale 0 is the no-effect control and ±100 the full control effect; nearly all actives have a fitted effect of over 60% in size
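Steps: seed 1500 PC12 HTTQ103-GFP cells/well; add tebufenozide, 100 nM final; add compound titration; add ATPLite reagent; quantify GFP aggregates by laser scanning cytometry.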
Active calls of the source: *; u = inconclusive; x = not tested or not shown; [ ] = dose if it differs, or a comment. Unless noted, the call rests on the fitted dose curve; in most records, active means well fitted curve in the direction sought with a large enough effect; inconclusive means small, poorly fitted or top-dose-only effect, or another doubt; inactive means no such curve, though single readings can be large; an effect the other way counts as inactive or inconclusive. Potency means the concentration at half of the fitted maximal effect.

The line under a structure holds: HTT cytoprotect	ALDH1A1 inh	Tau fibril FP	JMJD2E inh	HttQ103 aggreg	SMN2 splice up	Tau fibril ThT	Tau fluor counter
CCOC(=O)CNC(=O)C(CO)NC(=O)OCc1ccccc1 (stereo not given)
 : -15%[0.074 µM]	7%	6%	3%	-20%	7%	0%	-4%
COc1ccc(NC(=O)C2CCN(S(=O)(=O)c3c(C)noc3/C=C/c3cccs3)CC2)cc1
 : x	x	0%	x	x	8%	8%	-19%
CCOC(=O)C1=C(C)N=C2SCCC(=O)N2C1c1cccs1 (stereo not given)
 : 16%	-15%	-1%	-4%	15%	-5%	-1%	-3%
CCC(CC)NC(=O)Cn1c(C(C)NC(C)=O)nc2ccccc21 (stereo not given)
 : 14%[10 µM]	x	-8%	0%	-20%[9.22 µM]	x	1%	-3%
COc1ccc(NC(=S)N/C(=N/S(=O)(=O)c2ccc(C)cc2)c2ccccc2)cc1
 : -20%	u	1%	-14%	-1%	17%	0%	0%
CCN(CC)c1ccc(S(=O)(=O)Nc2cc(Cl)ccc2Cl)cc1NC(=S)NC(=O)C1CCCC1
 : -9%[10 µM]	22µM*	-5%	-6%	-31%	-13%	-7%	-17%
CC(C)/C=N/Nc1nc2c(c(=O)n(C)c(=O)n2C)n1C
 : -33%[10 µM]	x	u	6%	-24%[9.22 µM]	x	28µM*	u
C/C(=N\NC(=O)c1nn(C)cc1Br)c1ccncc1
 : x	-3%	-5%	0%	8%	7%	-18%	-4%
Cc1c(NC(=S)NC(=O)C2CCCCC2)c(=O)n(-c2ccccc2)n1C
 : 17%[10 µM]	-10%	-11%	12%	8%	-4%	-10%	-13%
Cc1cc(C)n2c(Nc3ccccc3)c(-c3ccccc3)nc2n1
 : x	x	3%	x	x	-1%	-6%	-12%
O=S(=O)(CC(CN1CCCCC1)N1CCCCC1)c1ccccc1 (stereo not given)
 : u	3%	-3%	-3%	7%[9.22 µM]	x	-2%	-7%
Cc1ccccc1OCC(=O)Nc1ccc2c(c1)Cc1ccccc1-2
 : -26%	-16%	-2%	9%	28%	x	-17%	-16%
O=C(NCc1nnc(SCC(=O)N2CCCC2)o1)c1ccco1
 : -16%	4%	0%	3%	-2%	-16%	-1%	-1%
CCO[C@H]1OC(C(=O)NC2CC2)=C[C@@H](c2ccc(C(F)(F)F)cc2)[C@@H]1CCCO
 : 2%[10 µM]	-1%	2%	4%	-4%[9.22 µM]	x	4%	0%
O=C(CCC(=O)Nc1ccc(F)cc1)N/N=C/c1cc([N+](=O)[O-])ccc1O
 : -4%[10 µM]	-4%	-1%	7.1µM*	u	10%	u	-14%
O=C(O)CCCCCN1C(=O)CSC1=S
 : 22%[10 µM]	-7%	-5%	2%	4%	0%	-25%	-1%
CN(Cc1nc2ccc(Cl)cc2[nH]1)Cc1nc(-c2cnccn2)no1
 : -12%[10 µM]	u	-1%	-4%	-5%[9.22 µM]	x	u	-17%
Cc1noc(C)c1CSc1ccccc1C(=O)Nc1nccs1
 : 5%	19µM*	-7%	2%	14%	-16%	3%	-3%
CN(C)CC(C)(C)CNS(=O)(=O)c1ccc(Cl)s1
 : 28%[10 µM]	-3%	0%	4%	0%	6%	-6%	-3%
CCOc1ccccc1CNC(=O)c1cc(-c2ccc(Cl)s2)nc2ccccc12
 : x	x	-14%	x	x	9%	-8%	-26%
Cc1nn(-c2ccccc2)c(C)c1-c1cc(C(=O)N/N=C/c2ccc(O)cc2)[nH]n1
 : 8%[10 µM]	-5%	-3%	-5%	22%[9.22 µM]	x	u	-29%
O=C1CCCC2=C1C(c1ccccc1)C1=C(CCCC1=O)O2
 : -6%[10 µM]	-5%	4%	-5%	6%	2%	1%	7%
Cc1ccc(Cl)cc1NC(=S)NCCCSC1CCCCC1
 : -195%[inhibitor]	u	u	-2%	22µM*	-14%	-13%	u
COc1c(C(=O)N2CCCC2)ccc2ccccc12
 : -3%[0.074 µM]	4%	1%	3%	-10%	1%	-7%	1%
Cc1cc([N+](=O)[O-])nn1Cc1ccc(C(=O)N/N=C/c2ccc(O)cc2O)cc1
 : x	u	u	u	u	-97%[inhibitor]	u	-25%
Cc1cc(/C=N/n2cnnc2)c(C)n1-c1cccc(C(=O)O)c1
 : 5%	41%[activator]	-6%	1%	-18%	-3%	7%	6%
CC(C)CC(=O)N1CCC(O)(CS(=O)(=O)Cc2ccccc2)CC1
 : 23%	4%	-2%	-1%	1%	-7%	1%	-1%
COc1cc2ccccc2cc1C(=O)Nc1ccc2oc(-c3ccc(F)cc3Cl)nc2c1
 : x	x	-8%	x	x	11%	-14%	-7%
Cc1ccccc1Cn1cc(S(=O)(=O)c2ccc(Cl)cc2)c(=O)c2cc3c(cc21)OCO3
 : x	x	3%	x	x	-12%	6%	1%
Cc1occc1C(=O)NCc1cccs1
 : -12%	6%	6%	4%	-7%	-3%	-7%	0%
O=C(Nc1cccc(Cl)c1Cl)c1snnc1-c1ccccc1
 : -15%	u	7%	-2%	0%	-24%	-11%	-12%
O=C(NCc1ccc2c(c1)OCO2)c1ccc2c(c1)N(Cc1ccccc1F)C(=O)c1ccccc1S2=O (stereo not given)
 : x	x	-19%	x	x	16%	9%	-22%
O=C(c1cnsn1)N1CCN(c2ccccn2)CC1
 : -5%	16%	8%	4%	16%	6%	-6%	0%
Cc1cc(C(F)(F)F)c2c(=O)[nH]c(=O)n(Cc3ccccc3)c2n1
 : -4%	11%	-3%	0%	-1%	-12%	-4%	-2%
Cc1ccc(C(=O)CSc2nc3cc(S(=O)(=O)N4CCOCC4)ccc3o2)cc1
 : 25%[10 µM]	14µM*	u	-11%	2%	-17%	u	-28%
O=C(Cc1csc(Nc2nc(=S)[nH]c3ccccc23)n1)NCc1cccc(Cl)c1
 : -28%	2%	-11%	6%	-10%	-3%	-16%	-15%
CC1CCCN(Cc2csc(N)n2)C1 (stereo not given)
 : 24%[10 µM]	16%	-4%	-11%	18%	1%	2%	1%
Cc1ccsc1/C=N/NC(=O)CNC(=O)c1ccc(S(=O)(=O)N(C)C)cc1
 : -2%[10 µM]	-5%	-2%	1%	10%[9.22 µM]	-7%	6%	1%
CCc1ccccc1Nc1nc(N)nc(CSCC(=O)c2cc(C)n(C)c2C)n1
 : -15%	-7%	-8%	-7%	11%	6%	u	-12%
C=C(CO)C1Cc2cc(C(C)=O)ccc2O1 (stereo not given)
 : 13%[10 µM]	x	4%	-8%	9%[9.22 µM]	x	6%	13%

Shown tab-delimited: part of the list above
Molecule	HTT cytoprotect	ALDH1A1 inh	Tau fibril FP	JMJD2E inh	HttQ103 aggreg	SMN2 splice up	Tau fibril ThT	Tau fluor counter
O=C(CCC(=O)Nc1ccc(F)cc1)N/N=C/c1cc([N+](=O)[O-])ccc1O	-4%[10 µM]	-4%	-1%	7.1µM*	u	10%	u	-14%
O=C(O)CCCCCN1C(=O)CSC1=S	22%[10 µM]	-7%	-5%	2%	4%	0%	-25%	-1%

Further records
The line under a structure holds: HTT cytoprotect	ALDH1A1 inh	Tau fibril FP	JMJD2E inh	HttQ103 aggreg	SMN2 splice up	Tau fibril ThT	Tau fluor counter
COc1cccc(C2=NN(S(C)(=O)=O)C(c3cn(-c4ccccc4)nc3-c3cccs3)C2)c1 (stereo not given)
 : x	x	u	x	x	4%	1%	-18%
Cc1cccc(CSc2ncc(CO)n2C)c1
 : -6%	-1%	-3%	6%	-7%	6%	3%	6%
COc1ccc(CCNC(=O)Cn2c(=O)n(CC3CCCO3)c(=O)c3cc(OC)c(OC)cc32)cc1OC (stereo not given)
 : -20%	u	4%	u	20%	17%	-4%	-2%
O=[N+]([O-])c1ccc2c(c1)C(N1CCOCC1)/C(=C/COc1ccc(F)cc1)O2 (stereo not given)
 : 10%[10 µM]	u	10%	1%	u	-33%[inhibitor]	-12%	-21%
Cc1cc(O)ccc1N1C(=O)c2cccc3cc([N+](=O)[O-])cc(c23)C1=O
 : x	15%	1%	-11%	25%	5%	-1%	-2%
O=C(CNS(=O)(=O)c1ccc(C(=O)N2CCOCC2)cc1)N1CCOCC1
 : 10%	2%	5%	10%	18%[9.22 µM]	15%	-3%	6%
O=c1[nH]c(SCc2ccccc2Cl)nc2[nH]ncc12
 : -41%	4%	2%	4%	-15%	0%	4%	-2%
COc1cc(C(=O)OCC(=O)NC(=O)C2CCCCC2)ccc1OC(F)F
 : 13%[10 µM]	4%	-8%	5%	11%	8%	3%	-11%
O=C(NCCO)c1ccc2nc(-c3ccco3)c(-c3ccco3)nc2c1
 : -1%	u	u	u	-12%	2%	16µM*	14µM*[quencher]
O=C(O)CSc1ncnc2c1oc1ccccc12
 : -13%	6%	-8%	-9%	-9%	x	-17%	-8%
COc1ccc(N2C(=O)CCC(C(=O)O)C2c2ccc(F)cc2)cc1 (stereo not given)
 : -2%	12%	3%	-2%	1%	-15%	1%	0%
Cc1csc(NC(=O)CSc2nnc(C)s2)n1
 : 3%[0.074 µM]	1%	3%	-2%	0%	-4%	1%	0%
Cc1ccc(NC(=O)c2ccccc2[N+](=O)[O-])nc1
 : x	14%	-5%	u	10%	2%	-6%	-10%
CCCS(=O)(=O)N1CCC(C(=O)NC2CCCCC2C)CC1 (stereo not given)
 : -12%	10µM*	-1%	-4%	4%	x	4%	-2%
Cc1ccc(C)c(N2CCN(C(=O)c3cc4ccccc4oc3=O)CC2)c1
 : -11%	10%	-5%	3%	-15%	-4%	-15%	-16%

This is a subset; the hit share may differ from the screen's.
